RBBP9 inhibitor = inhibitors of human serine hydrolase RBBP9; actives 0.2% (n = 220,000); AID 1515; O75884; recombinant RBBP9, FP-Rh probe fluorescence polarization; inhibition, % at 7.94 µM;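 active = inhibition above the campaign mean of all tested compounds plus 3 SD, cut at about 14% in these data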;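 note: plate controls were DMSO wells with RBBP9 for no effect and wells lacking RBBP9 protein for full effect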
Target sequence (O75884 whole entry, looked up): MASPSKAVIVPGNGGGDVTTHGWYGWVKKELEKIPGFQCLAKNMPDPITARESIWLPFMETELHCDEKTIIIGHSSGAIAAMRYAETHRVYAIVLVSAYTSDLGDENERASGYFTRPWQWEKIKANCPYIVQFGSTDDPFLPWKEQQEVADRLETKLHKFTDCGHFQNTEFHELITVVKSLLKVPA
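System: RBBP9 protein | Quantity: 2.5 µM RBBP9 dispensing solution, before mixing | Reagent: FP-Rh probe, 375 nM dispensing solution | Timing: Enzyme-compound preincubation 30 min, then probe labeling 45 min, 25 °C | Measured by: Fluorescence polarization | Read-out: % inhibition | Replication: One well per compound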
Hck Nef HTS = human Hck-Nef kinase inhibition; inhibition, % at 20 µM; actives 0.68% (n = 220,000); AID 463187; Recombinant Hck-YEEI plus Nef, Z-Lyte FRET kinase assay;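 active = Hck-Nef kinase inhibition above about 50%, limit read from the data; inactive = inhibition below that limit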;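 note: 0% = DMSO with Hck plus Nef and 100% = Hck alone without Nef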
Target sequence (P08631 whole entry, looked up): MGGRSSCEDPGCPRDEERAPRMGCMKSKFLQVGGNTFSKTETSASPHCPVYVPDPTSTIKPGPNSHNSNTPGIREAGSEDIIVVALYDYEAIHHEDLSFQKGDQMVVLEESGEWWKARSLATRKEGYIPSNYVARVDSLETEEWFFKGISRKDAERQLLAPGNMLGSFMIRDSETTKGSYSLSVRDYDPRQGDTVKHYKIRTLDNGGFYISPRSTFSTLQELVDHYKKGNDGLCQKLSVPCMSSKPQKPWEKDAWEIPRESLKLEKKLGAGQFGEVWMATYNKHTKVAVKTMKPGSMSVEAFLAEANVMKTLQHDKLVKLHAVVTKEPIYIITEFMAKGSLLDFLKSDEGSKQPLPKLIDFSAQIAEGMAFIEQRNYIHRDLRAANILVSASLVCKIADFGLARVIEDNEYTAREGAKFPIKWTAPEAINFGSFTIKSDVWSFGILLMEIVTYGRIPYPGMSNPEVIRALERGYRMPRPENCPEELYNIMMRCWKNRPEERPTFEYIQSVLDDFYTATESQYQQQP
NPY1 pot ag = potentiators or agonists of human neuropeptide Y receptor Y1; NPY-Y1 expressing cells, potentiator/agonist activation; activation, % at 3.6 µM; actives 0.37% (n = 220,000); AID 1304; in the data active = activation above about 33%, passing the limit was not always enough;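 note: cells stimulated with NPY at EC10 then isoproterenol at EC100; 0% = low agonist plus stimulus and 100% = saturating agonist plus stimulus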
NPY Y1 blocker = NPY-Y1 (human) receptor antagonism | P25929 | HEK293-CNG Y1 cells, membrane potential fluorescence; NPY at EC95, then isoproterenol | inhibition, % at 3.6 µM | actives 1% (n = 200,000) | AID 1040;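 active = inhibition above the campaign mean inhibition of all tested compounds plus 3 SD, cut at about 20% in these data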;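 note: 0% = DMSO wells given NPY plus isoproterenol and 100% = isoproterenol alone without NPY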
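Test system: HEK293 cells co-expressing NPY Y1 receptor and cyclic-nucleotide gated channel; Also added: NPY (25 nM), isoproterenol (1 µM), Ro 20-1724 (25 µM); Compound dosing: one concentration, 3.6 µM, in 0.4% DMSO; Timing: dye 3 h, compound 60 min room temperature, stimulation 45 min; Technique: Membrane-potential fluorescent dye readout.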
p97 inhibitor = human p97 ATPase inhibition; P55072; recombinant p97 ATPase, Kinase-Glo ATP luminescence, 3 h; inhibition, % at 8 µM; actives 0.42% (n = 220,000); AID 1481; in the data active = inhibition above about 15%;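 note: 0% = DMSO vehicle and 100% = wells lacking enzyme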
NPY2 pot ag = potentiates or activates human NPY-Y2 receptor; actives 0.45% (n = 220,000); activation, % at 3.6 µM; cells expressing NPY-Y2, potentiator/agonist read-out; in the data active = activation above about 27%;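 note: cells stimulated with NPY near EC25 plus isoproterenol at EC100; 0% = vehicle plus submaximal agonist and 100% = vehicle plus saturating agonist; some results beyond the cut were filed as inactive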
Target sequence (P49146 whole entry, looked up): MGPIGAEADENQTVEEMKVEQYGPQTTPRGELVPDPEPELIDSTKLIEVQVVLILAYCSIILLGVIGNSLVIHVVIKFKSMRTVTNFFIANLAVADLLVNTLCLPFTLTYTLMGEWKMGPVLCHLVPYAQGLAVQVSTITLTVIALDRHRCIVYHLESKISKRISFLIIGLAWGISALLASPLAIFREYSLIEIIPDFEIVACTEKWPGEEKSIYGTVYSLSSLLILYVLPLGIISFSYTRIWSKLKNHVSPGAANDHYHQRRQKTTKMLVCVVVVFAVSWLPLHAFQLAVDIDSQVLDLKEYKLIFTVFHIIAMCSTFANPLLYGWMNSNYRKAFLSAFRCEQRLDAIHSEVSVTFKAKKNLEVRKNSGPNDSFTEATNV
MDM2 E3 inh = inhibitors of human Mdm2 E3 ubiquitin ligase; actives 0.11% (n = 210,000); Q00987; signal enhancement, % at 5 µM; cell-based MDM2 ubiquitination luciferase reporter, 2 h; 0 = plate control, 100 = twice control, blank-subtracted;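 active = signal enhancement of 30% or more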;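 note: luminescence tracks abundance of the self-degrading MDM2-luciferase fusion protein; higher signal means inhibition of MDM2 E3 ligase activity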
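Test system: stable mammalian line carrying autodegrading MDM2–luciferase fusion reporter; quantity: 2000 cells in each well; times: 4 h cell settling then 2 h compound exposure, 37 °C; detection: luminescence with SteadyLite reagent, 15 min at room temperature; evaluation: percent signal gain over controls, blank-subtracted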
Runt-SMMHC FRET = inhibitors of human RUNX1 Runt domain binding to CBFb-SMMHC; actives 0.74% (n = 220,000); AID 1434; Cerulean-Runt/Venus-CBFb-SMMHC FRET ratio 530/480, 1 h; inhibition, % at 20 µM; Q01196+Q13951;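 active = mean inhibition across duplicate retests at 20 µM reaching about 50%, limit read from the data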;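 note: 0% = DMSO wells and 100% = wells with excess untagged CBFb-SMMHC; inhibitors lower the FRET ratio by blocking Runt binding to CBFb-SMMHC; some results filed as inactive read as strong as hits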
Runt-CBFb FRET = inhibitors of human RUNX1 Runt domain binding to CBFb; Q01196+Q13951; Cerulean-Runt/Venus-CBFb FRET ratio 530/480, 1 h; inhibition, % at 20 µM; actives 0.46% (n = 220,000); AID 1496;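 active = inhibition over about 50% at 20 µM in the single-dose screen, limit read from the data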;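 note: 0% = DMSO wells and 100% = excess unlabeled CBFb competitor control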
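Doses: 20 µM compound in 1% DMSO | Material: Cerulean-labeled Runt domain protein | Amount: Each fluorescent fusion protein 100 nM | Schedule: Two 1 h room-temperature incubations shielded from light | Measured by: FRET fluorescence | Evaluation: Loss of energy transfer signal | Controls: Unlabeled CBFb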
Active calls of the source: *; . = no result given.

SMILES	RBBP9 inhibitor	Hck Nef HTS	NPY1 pot ag	NPY Y1 blocker	p97 inhibitor	NPY2 pot ag	MDM2 E3 inh	Runt-SMMHC FRET	Runt-CBFb FRET
CC(=O)Nc1ccc(-c2csc(NC(C)c3ccccc3)n2)cc1 (centres undefined)	-5	5	-4	-4	-1	-3	-4	-9	3
CCOCC(=O)Nc1ccc(OCc2ccccc2)cc1	-8	-17	-2	7	-4	2	3	-2	-3
Cc1nc2ccccc2c(-c2ccccc2)c1C(=O)c1ccccc1	9	6	16	-2	-1	9	-25	-1	-1
O=C(Nc1ccc2c(c1)OCO2)N1CCN(S(=O)(=O)c2ccc(Cl)cc2)CC1	0	11	-24	7	3	5	-10	0	5
Cc1ccccc1C(=NC(=O)c1ccccc1)c1ccccc1	-2	-1	-4	2	-1	-21	-11	-4	-1
COc1ccc(NC(=O)c2ccccn2)cc1OC	-2	3	17	0	6	19	-2	4	-1
CC1(C(=O)NCc2ccccc2)Oc2ccccc2NC1=O (centres undefined)	-1	-2	-12	6	0	8	-12	-1	1
Cc1ccc(/C=N\NC(=O)COc2ccc(C)cc2[N+](=O)[O-])cc1	-3	3	16	6	-1	-3	-3	-2	-2
COc1cc2c(cc1OC)C(SC)=NC1(CCCC1)C2	-2	26	2	-3	1	-9	-4	-7	1
Cc1ccc(-c2nn(C)c(=O)c3ccccc23)cc1S(=O)(=O)N1CCCC1	0	34	3	4	3	-3	1	-1	0
O=C(CC(c1ccccc1)c1cc(Cl)ccc1O)N1CCOCC1 (centres undefined)	-2	0	-1	2	3	1	-11	-3	0
CCOc1cc(C2C(C(=O)c3ccc(C)o3)=C(O)C(=O)N2CCc2ccccc2)ccc1O (centres undefined)	5	1	-45	18	3	-25	-8	4	0
CCOC(=O)N1CCN(CC(=O)Nc2cc(C)nn2-c2nc3ccccc3s2)CC1	-4	1	-1	-4	4	0	-4	-4	-9
CC(=O)NS(=O)(=O)c1ccccc1	-12	2	14	-6	7	8	-13	1	-2
CCCC1(c2ccccc2)NC(=O)N(CCN2C(=O)c3ccccc3C2=O)C1=O (centres undefined)	-2	1	6	3	2	-30	3	-3	-1
COc1ccc(C(=O)N2CCN(C(=O)c3ccc(-c4ccccc4)cc3)CC2)cc1OC	1	28	15	-1	1	0	0	1	0
Cc1sc2ncnc(N[C@@H](CCC(=O)O)C(=O)O)c2c1C	-5	-1	-13	1	-7	2	-10	2	1
Cn1c(SCC(=O)N2CCCc3ccccc32)nnc1-c1cccs1	-2	1	-7	-5	3	-3	-75	1	-2
Cc1cc(C)nc(Sc2ncnc(N)c2[N+](=O)[O-])n1	-4	8	7	-4	10	18	-12	14	58*
O=C(CCc1ccccc1)N1CCN(c2ccccn2)CC1	-4	3	-3	-3	3	5	-4	0	-1
O=C(NCc1ccco1)C(c1ccncc1)N(C(=O)Cc1cccs1)c1ccccc1 (centres undefined)	-6	16	1	5	-1	-14	-9	-1	4
COc1ccc(N2CCN(C(=O)c3csc4ccccc34)CC2)cc1	-6	-1	-5	-4	-6	-7	-14	-1	0
COc1ccccc1OCC#CCn1ccnc1	-3	-5	5	4	3	8	-3	-2	-1
O=C(CN1CCN(S(=O)(=O)c2ccc(Cl)s2)CC1)NCc1ccc(Cl)cc1	-2	3	2	3	-7	-9	-12	0	-6
N#Cc1c(N)n(CCCN2CCOCC2)c2nc3ccccc3nc12	-10	40	6	-6	5	9	-19	62*	84*
CNCc1ccc(OCc2ccccc2)c(OC)c1	-6	2	-10	2	2	-8	-18	0	1
COC(=O)c1ccc(NC(=S)N2CCN(Cc3ccccc3)CC2)cc1	-6	0	-7	0	-2	-10	-2	-6	.
Cc1ccc(/C=C(\C#N)C(=O)NCc2ccco2)o1	2	7	2	4	1	-13	-14	0	-2
O=C(CN1CCN(Cc2ccc3c(c2)OCO3)CC1)Nc1ccc2c(c1)OCO2	-13	5	-26	7	0	-13	-14	0	3
CCc1nnc(NC(=O)CC(=O)Nc2ccccc2C(=O)O)s1	-10	-3	3	4	3	-19	-10	6	1
C=CCOC(=O)CCC(=O)Nc1cc(OC)nc(OC)n1	-9	-1	1	2	-4	13	-13	0	1
C=CCc1cccc(OC)c1OCCOCCNCCO	-5	-11	2	3	-1	-2	-7	1	-1
O=C1c2sc3nc4ccccc4n3c2C(=O)N1c1ccccc1Cl	-8	-3	-10	5	2	-9	-2	-6	3
O=C(Cc1ncn[nH]1)NCCc1ccccc1	-4	-2	1	3	5	5	-7	1	2
CCN(CC)S(=O)(=O)c1cc(Br)c(C)cc1OC	-1	1	-31	6	0	2	-10	2	-1
O=C(CCN1C(=O)/C(=C/c2ccc(F)cc2)SC1=S)NNC(=O)c1cccnc1	-7	1	-1	2	-2	5	-8	4	1
O=C(Cc1ccc2c(c1)CCCC2)Nc1ccccc1Cl	-6	-2	-13	2	-5	-24	0	4	1
COc1ccc(-c2ccc(C(C)=O)cc2)cc1[C@H]1[C@@H]2C=CCC[C@@]2(C)C(=O)N1Cc1ccccc1	.	24	.	.	.	.	3	-2	0
OCCN1CCN(C(=S)Nc2ccc(SC(F)F)cc2)CC1	-5	23	-10	-2	-1	8	-16	0	-2
CCCS(=O)(=O)N1CCN(C(=O)c2cccnc2)CC1	-1	0	4	-1	6	-3	-10	-4	2

A draw from above in order of length of the SMILES, highest first:
SMILES	RBBP9 inhibitor	Hck Nef HTS	NPY1 pot ag	NPY Y1 blocker	p97 inhibitor	NPY2 pot ag	MDM2 E3 inh	Runt-SMMHC FRET	Runt-CBFb FRET
COc1ccc(-c2ccc(C(C)=O)cc2)cc1[C@H]1[C@@H]2C=CCC[C@@]2(C)C(=O)N1Cc1ccccc1	.	24	.	.	.	.	3	-2	0
O=C1c2sc3nc4ccccc4n3c2C(=O)N1c1ccccc1Cl	-8	-3	-10	5	2	-9	-2	-6	3
CCCS(=O)(=O)N1CCN(C(=O)c2cccnc2)CC1	-1	0	4	-1	6	-3	-10	-4	2
CCN(CC)S(=O)(=O)c1cc(Br)c(C)cc1OC	-1	1	-31	6	0	2	-10	2	-1
C=CCc1cccc(OC)c1OCCOCCNCCO	-5	-11	2	3	-1	-2	-7	1	-1

The list goes on.
SMILES	RBBP9 inhibitor	Hck Nef HTS	NPY1 pot ag	NPY Y1 blocker	p97 inhibitor	NPY2 pot ag	MDM2 E3 inh	Runt-SMMHC FRET	Runt-CBFb FRET
CCOC(=O)CSc1nnc(Cn2c(=O)sc3ccccc32)n1C	-4	22	9	-4	0	4	-12	-1	1
O=C(N/N=C/c1ccc([N+](=O)[O-])o1)C1CC1	-4	29	-7	-1	-1	-10	-8	29	14
CCOc1cc(CNCc2ccccn2)cc(Cl)c1OC	-2	25	-4	1	4	-8	-12	4	1
COC(=O)c1ccc(C2Nc3cccc4cccc(c34)N2)cc1	0	8	-9	-3	3	-15	-38	-44	-12
Cc1cc(C)nc(NC(=O)COc2cc(Cl)cc(Cl)c2)n1	-1	3	-24	2	-5	0	-9	1	-1
O=C(NC(=S)Nc1ccc(CN2CCCCC2)cc1)c1ccco1	-3	-6	8	1	-2	0	-4	-6	2
Brc1ccc(COn2ccnc2)cc1	1	1	-8	-2	0	-18	-8	1	1
O=C(CSc1ccccc1C(=O)O)NCC1CCCCC1	-2	23	-1	6	7	-8	-7	0	-1
Cc1nc2ccc(NC(=O)c3cccs3)cc2c(=O)n1Cc1ccc(Cl)cc1	-28	-1	15	-2	-2	19	-13	-2	-2
CCOC(=O)c1cc2sccc2n1CC(=O)Nc1ccc(OC)c(OC)c1	-7	0	3	-7	-2	-10	3	2	0
N#Cc1cccn1-c1nccc(-c2cccs2)n1	-6	28	-15	-2	3	-17	-7	-2	-2
C=CCC(CC=C)(NC(=O)c1ccccc1C(=O)O)c1ccccc1	0	1	6	2	5	10	-11	2	2
CC(C)(C)c1ccc(N2C(=O)Cc3c2nc(N)c(C#N)c3N)cc1	-8	-11	4	-1	-2	6	-3	-3	-1
COc1ccc(S(=O)(=O)NCCc2csc(C)n2)cc1C	6	9	7	-2	3	-8	-5	1	2
Cc1cc(OCC(=O)Nc2ccncc2)cc(C)c1Br	-3	0	-13	-9	-7	3	-13	2	1
CC(=O)NCc1ccc(S(=O)(=O)NC2CCN(Cc3ccccc3)CC2)cc1	-9	22	23	.	3	8	.	-3	-1
COc1ccccc1N1CCN(S(=O)(=O)c2cccs2)CC1	3	6	5	2	4	-3	-15	3	0
O=C(NCCc1c[nH]c2ccccc12)[C@@H]1C[C@H]1[C@@H](NP(=O)(c1ccccc1)c1ccccc1)c1ccccc1	-11	-2	0	-2	11	10	.	7	-1
CCC(CO)NC(=O)c1ccc(-c2nn(C)c(=O)c3ccccc23)cc1 (centres undefined)	-3	0	-19	0	-1	10	-10	2	-1
O=C1NC(=O)/C(=C/c2ccc(O)cc2)S1	-3	28	4	1	4	-4	-9	-1	1
Cc1nn(CCc2nn[nH]n2)c2nc(-c3ccc(Br)cc3)cc(C(F)(F)F)c12	3	14	-1	-3	-11	4	-10	-3	7
CCOc1ccccc1C1C(C(N)=O)=C(C)Nc2nc(-c3ccccc3Cl)nn21 (centres undefined)	-7	-3	16	2	7	3	0	1	1
O=C(CNC(=O)C(c1ccccc1)c1ccccc1)N/N=C/c1cccnc1	5	4	3	.	3	-8	-11	-5	-1
Cc1cc(C)c(NS(=O)(=O)c2ccc3c(c2)NC(=O)CC(=O)N3)c(C)c1	-1	6	7	-5	3	11	-6	1	2
CC1CCN(c2nc3ccccn3c(=O)c2C=O)CC1	-8	18	17	5	2	7	-2	5	0
Cc1nc(NS(=O)(=O)c2ccc(Br)cc2)c2c3c(sc2n1)CCC3	-7	-2	-10	0	3	-2	-10	-6	0
COc1ccc(OC(=O)c2cccc(S(=O)(=O)N3CCCC3)c2)cc1	-12	6	-2	0	-5	3	-7	-4	-1
COc1ccc(C(=O)Nc2cccnc2)cc1C(=O)Nc1cccnc1	2	0	-9	-1	5	13	.	-1	-2
Cc1ccc(NC(=O)CNc2ccc(OC(C)C)cc2)c(C)c1	4	-9	-6	1	3	5	-2	-1	0
CCN(CC1COc2ccccc2O1)C(=S)Nc1ccc(F)cc1 (centres undefined)	-6	4	4	-5	3	0	3	7	0
CCOc1cc(/C=C(\C#N)C(=O)Nc2ccccc2[N+](=O)[O-])ccc1OCc1cccc2ccccc12	0	55*	6	-4	0	0	-8	-5	1
